# Screens as filed in PubChem BioAssay.
# PI4K2A block: qHTS for small molecular inhibitors of PI4K2A | activity change, negative = inhibition, % at 76.9 µM | actives 0.13% (n = 420,000) | Phosphatidylinositol 4-kinase type 2-alpha (Homo sapiens), Q9BTU6 | purified PI4K2A, ADP-Glo luminescence, 1 h; active compounds read low; in the data active = activity change below about -50%; inconclusive = mostly about -30% to -49%;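 also: -100% = wells without enzyme as full effect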
# Target sequence (Q9BTU6 whole entry, looked up): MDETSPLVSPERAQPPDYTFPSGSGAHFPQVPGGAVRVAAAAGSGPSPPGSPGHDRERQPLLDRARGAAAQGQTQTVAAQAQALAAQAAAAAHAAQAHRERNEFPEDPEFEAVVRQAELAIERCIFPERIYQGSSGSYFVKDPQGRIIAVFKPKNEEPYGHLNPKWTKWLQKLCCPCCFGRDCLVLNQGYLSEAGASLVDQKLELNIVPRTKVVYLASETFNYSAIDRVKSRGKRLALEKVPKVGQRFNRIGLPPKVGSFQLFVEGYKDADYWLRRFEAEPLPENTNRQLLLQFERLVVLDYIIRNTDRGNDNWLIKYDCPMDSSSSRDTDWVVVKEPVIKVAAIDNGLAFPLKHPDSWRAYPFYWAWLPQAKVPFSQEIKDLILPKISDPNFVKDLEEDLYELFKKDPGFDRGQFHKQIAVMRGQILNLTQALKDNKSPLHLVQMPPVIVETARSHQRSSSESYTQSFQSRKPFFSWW
#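 In this quantitative HTS, ADP production by PI4K2A was quantified luminescently after 1 h at ambient temperature; 100 microM adenosine served as plate-quality control.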
# GLS inh: qHTS for Inhibitors of Glutaminase (GLS); Potency, µM (titrated, usually from 45.5 µM), inactives show top-dose activity change, negative = inhibition, hits mostly inhibitors; actives 0.21% (n = 410,000); GLS enzymatic activity, qHTS titration; AID 624170, 2012; active = well fitted inhibition curve with a large enough effect; inconclusive = small, poorly fitted or top-dose-only effect, or another doubt; inactive = no such curve, though single readings can be large or run the other way; also: potency is read from the fitted curve at half-maximal effect
#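 hKGA; 45 mM KH2PO4 pH 8.2 + 0.02% Tween-20; cpd via pin tool; 1 mM Gln soln; GluOx/HRP/Amplex Red; RT 30 min; fluor. t0 & final.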
# An asterisk follows results filed as active; ? = inconclusive; [ ] = remark or other dose. Unless noted, % is scaled to controls: 0 for no effect and ±100 for the full control effect. An excerpt (hit frequency here may not be typical).
GLS inh,PI4K2A block,SMILES
3.0%,-4.3,CCc1nc2c(OCC(=O)C(C)(C)C)cccn2c1N(C)C(=O)COc1ccccc1
9.4%,-0.4,NC(Cc1ccc(C(F)(F)F)cc1)c1csc(Nc2cnccn2)n1 (centres undefined)
6.6%,-0.5,NC(CCc1ccccc1)c1csc(Nc2nncc3ccccc23)n1 (centres undefined)
19.6%,-8.5,CCCc1nc2ccc(C)cn2c1Cc1ccsc1
0.6%,0.0,CN(C)c1ncnc2c1ncn2[C@H]1CN(CCN2CCOCC2)C[C@@H](CO)O1
-0.8%,-3.8,O=C(/C=C/[C@H]1O[C@@H](n2cnc3c(NC(=O)c4ccccc4)ncnc32)[C@H](O)[C@@H]1O)NCc1ccco1
-22.2%,-4.1,CCOC(=O)[C@]12CCC=C1N(CCC1=CCCCC1)C(=O)[C@H](CC(=O)NCC1CCCCC1)C2
1.5%,-4.3,COc1ccc(Cl)cc1-c1cc(C(=O)NCc2ccc(F)cc2)[nH]n1
-14.5%,2.0,CCCCC[C@@H](C)N1C[C@H](COCc2ccccc2)Oc2cc(N3CCC[C@H]3C(N)=O)ccc2S1(=O)=O
6.2%,-10.4,CN(C)C(=O)c1cccc(-c2cnc3c(NC=O)cc(-c4ccc(F)cc4)cn23)c1
1.1%,-6.9,CCNC(=O)C1(C)CCN(C(=O)c2ccc(OC(F)F)cc2)C1 (centres undefined)
11.2%,-4.5,Cc1ccsc1C(=O)N1CCC1(C)C(=O)NS(=O)(=O)c1ccccc1C(F)(F)F (centres undefined)
2.0%,-3.5,CC1(C(=O)Nc2ccc3nc[nH]c3c2)CCN1C(=O)c1ccccc1CCc1ccccc1 (centres undefined)
6.3%,4.5,Nc1ccn(C(C=O)CC(C=O)CO)c(=O)n1 (centres undefined)
-27.4%,-2.4,CCOC(=O)[C@]12CCCC=C1N(Cc1ccc3c(c1)OCO3)C(=O)[C@H](CC(=O)N1CCOCC1)C2
-2.9%,3.8,COc1ccc(NC(=O)C2(C)Cc3c(-c4ccc(NC(C)=O)cc4)ccnc3O2)cc1 (centres undefined)
5.5%,0.8,CC1(C(=O)Nc2cccc(NS(C)(=O)=O)c2)CCN1CCc1ccccc1 (centres undefined)
1.2%,-2.5,COc1ccc(C(=O)Nc2nnc([C@@H]3C[C@H](O)[C@@H](CO)O3)s2)cc1
-0.8%,-5.2,OC(c1ccc(F)c(F)c1)c1nc(-c2cccc3cccnc23)cs1 (centres undefined)
3.9%,-3.5,COc1cccc(-c2cnc(C(O)c3cc(C)cc(C)c3)[nH]2)c1 (centres undefined)
-5.4%,-3.8,O=C(c1ccc(C(F)(F)F)cc1)N(CCCn1ccnc1)C(c1ccccn1)c1nc2ccccc2[nH]1 (centres undefined)
-2.9%,2.1,CC1(C(=O)NS(=O)(=O)c2ccc(F)cc2F)CCN1C(=O)c1ccco1 (centres undefined)
1.7%,-1.2,O=C(CSc1nc2ccc(F)cc2c(=O)n1-c1ccccc1)Nc1ccc2c(c1)CCC2
9.7%,0.1,N#Cc1ccc(-c2nc3ccc(Br)cn3c2Cc2ccsc2)cc1

# As a working copy, part of the list above.
GLS inh,PI4K2A block,SMILES
1.7%,-1.2,O=C(CSc1nc2ccc(F)cc2c(=O)n1-c1ccccc1)Nc1ccc2c(c1)CCC2
9.7%,0.1,N#Cc1ccc(-c2nc3ccc(Br)cn3c2Cc2ccsc2)cc1

# Later entries.
GLS inh,PI4K2A block,SMILES
3.7%,-1.7,O=C(Nc1ccc(OCc2ccccc2)cc1)Nc1nnc([C@@H]2C[C@H](O)[C@@H](CO)O2)s1
2.6%,-1.1,O=c1[nH]c(=S)[nH]c2c1C(C1CCCCC1)OC(C1CCCCC1)C2 (centres undefined)
-1.5%,2.5,Cc1ccc(-c2nc3cc(C)c(Br)c(C)n3c2Cc2ccsc2)cc1
0.3%,3.3,COc1ccccc1CNc1nc(NCc2ccccc2OC)c2sccc2n1
4.7%,-3.5,CN(Cc1cn(Cc2ccccc2)nn1)C1CN(Cc2cn(Cc3ccccc3)nn2)S(=O)(=O)C1 (centres undefined)
1.5%,-0.3,CCc1nc2ccc(C(=O)Nc3ccc(OC)c(OC)c3)cn2c1N(C)C(=O)c1cccc(OC)c1
3.2%,0.5,COC(=O)[C@@]1(Sc2ccc(C)cc2)CC(=O)N(C(=O)c2ccccc2)[C@@H]1c1ccccc1
9.3%,2.2,Cc1ccc(F)c(S(=O)(=O)NC(=O)C2(C)CCN2C(=O)c2ccccc2)c1 (centres undefined)
-5.9%,-11.7,COC(=O)c1ccc2nc(-c3ccccc3)c(Cc3ccc(OC)cc3C)n2c1
1.8%,-3.7,COc1cc(CN2CCC(C(=O)NC(c3ccccc3)c3ccsc3)CC2)cc(OC)c1 (centres undefined)
4.3%,2.1,CCc1nc2c(OCc3ccc(F)c(F)c3)cccn2c1N(C)C(=O)c1ccncc1
5.4%,-5.5,Cc1cc(C(=O)N2CCC(C)(C(=O)NS(=O)(=O)C3CC3)C2)n(C(C)(C)C)n1 (centres undefined)
-4.1%,-4.5,CCc1nc2c(OCc3cc(Cl)cc(Cl)c3)cccn2c1N(C=O)Cc1ccc(OC)cc1
14.6%,-8.2,CSc1ccc(NC(=O)C2(C)CCN2C(=O)c2sccc2C)cc1 (centres undefined)
-5.6%,6.9,COc1c(C)cc(C(O)c2ncc(-c3ccc4ccccc4c3)[nH]2)cc1C (centres undefined)
-0.9%,2.0,Nc1ccn([C@@H]2O[C@H](C(=O)NCCc3ccc(F)cc3)[C@@H](O)[C@H]2O)c(=O)n1
-5.9%,-2.9,COc1ccc(NC(=O)c2cc(-c3cc(F)ccc3OCC3CCCO3)n[nH]2)cc1OC (centres undefined)
0.9%,2.9,O=C(Nc1ccn(CCOC(=O)c2ccccc2)c(=O)n1)c1ccccc1
2.6%,-3.9,CC(=O)Nc1ccc(-c2ccnc3c2CC(C)(C(=O)NC(C)C)O3)cc1 (centres undefined)
-8.9%,1.1,COc1cccc(CN2CCC2(C)C(=O)Nc2cccc3cccnc23)c1F (centres undefined)
-2.5%,-23.2,C=C1C(=O)[C@]23C[C@H]1CC[C@H]2[C@]1(C)[C@@H](OC(C)=O)CC[C@@](C)(C(=O)O)[C@H]1C[C@@H]3O
-3.8%,-1.6,Cc1ccc(-c2cnc(C(O)c3cc(Cl)cc(Cl)c3)[nH]2)cc1 (centres undefined)
20.1%,-9.4,N#CCCN(Cc1ccccc1)C(c1ccnc2ccccc12)c1nnnn1-c1ccc2c(c1)OCCO2 (centres undefined)
4.4%,-0.3,CC(C)Oc1ccc(CN2CCC2(C)C(=O)Nc2cccc3cccnc23)cc1 (centres undefined)
-1.0%,-0.8,Cc1ccc(CN2CC(N3CCC(c4ccccc4)CC3)CS2(=O)=O)cc1 (centres undefined)
8.6%,1.5,CC1=C(C(=O)N(C)C)CC(CC(=O)NCc2cccs2)C(=O)N1Cc1ccc(C(C)(C)C)cc1 (centres undefined)
4.9%,-4.0,O=C(NC1CCCCC1)C1c2ccccc2OCC(=O)N1Cc1ccccc1 (centres undefined)
3.2%,2.9,COC(=O)[C@]12CCCCC=C1N(CCC1=CCCCC1)C(=O)[C@H](CC(=O)NCc1cccc(C(F)(F)F)c1)C2
8.4%,-1.3,COc1ccc(-n2nnnc2C(c2cc3ccccc3o2)N2CCN(C/C=C/c3ccccc3)CC2)cc1 (centres undefined)
-6.7%,2.1,CSc1ccc(CN2CCC2(C)C(=O)Nc2cccc(NS(C)(=O)=O)c2)cc1 (centres undefined)
?,-16.0,COc1ccc(-c2cnc3c(NC(C)=O)cc(-c4ccccc4OC)cn23)cc1OC
14.0%,2.2,CCOc1ccc(CCN2C(=O)C(=O)N([C@@H](CC(C)C)CN3CCC[C@H]3CN3C(=O)C(=O)NC[C@@H]3CC(C)C)C[C@@H]2CC(C)C)cc1
-13.8%,-1.8,COC(=O)c1ccc2nc(-c3ccc(Cl)cc3)c(Cc3ccc(OC)cc3C)n2c1
4.0%,3.2,Cc1ccccc1CNC(=O)c1ccc2nc([C@@H]3O[C@H](CO)[C@H](O)[C@H](O)[C@H]3O)[nH]c2c1
-4.8%,1.0,COc1ccc(S(=O)(=O)N2CCC[C@H]2C(=O)N2CCC[C@H]2C(=O)N(C)Cc2ccccc2)cc1C
-27.3%,3.5,CC(C)C[C@H]1COc2cc(N3CCC[C@H]3CO)ccc2S(=O)(=O)N1
-4.4%,-0.8,O=NN(CCF)C(=O)NC1CCS(=O)(=O)CC1
-2.3%,-0.8,O=C(NCCc1ccccc1F)c1[nH]c(C(F)(F)F)nc1-c1ccccc1
-4.1%,-0.5,CC1(c2nnnn2-c2ccc3c(c2)OCCO3)CCC(=O)N1CCc1ccc(O)cc1 (centres undefined)
0.4%,-3.2,COc1ccc(-c2nc3cc(C)c(Br)c(C)n3c2Cc2cccc(F)c2)cc1OC
2.8%,-0.7,c1ccc(CCNc2cc(-c3ccc4ccccc4c3)nc3ccnn23)nc1
0.7%,1.3,Cn1c(NCCN2CCCC2)nc2cc(-c3ccsc3)sc2c1=O
4.5%,-4.2,Cc1cccnc1C(NC(=O)C1CCN(CCOc2ccc(F)cc2)CC1)c1ccc(F)cc1 (centres undefined)
3.5%,-0.7,O=C(c1ccc(CSc2ccc(Cl)cc2)o1)N1CCOCC1
9.2%,-5.8,CCCc1c(-c2ccc(F)cc2)ncn1CCc1ccccc1OC
-5.6%,-2.0,Cc1cc2nc(-c3cccc(Cl)c3)c(CC3CCCCC3)n2c(C)c1Br
1.6%,-1.6,O=C(Nc1ccccc1)c1cc(C2CCCCN2S(=O)(=O)c2ccc(F)cc2F)on1 (centres undefined)
-1.1%,-2.0,CC1(C(=O)NS(=O)(=O)c2cccc(OC(F)F)c2)CCN1C(=O)CC(c1ccccc1)c1ccccc1 (centres undefined)
7.0%,-2.9,CN1CCN(C2CN(Cc3cn(Cc4ccccc4C(F)(F)F)nn3)S(=O)(=O)C2)CC1 (centres undefined)
-3.3%,-1.9,CC(=O)c1cccc(-c2ccnc3c2CC(C(=O)NCC2CC2)O3)c1 (centres undefined)
-3.6%,0.7,O=C(CC[C@H]1O[C@@H](n2ccc(=O)[nH]c2=O)[C@H](O)[C@@H]1O)N[C@H](Cc1ccccc1)C(=O)NCc1ccc2c(c1)OCO2
-0.9%,-8.7,CCOC(=O)C(=O)N(C)c1c(CC)nc2c(OCc3cc(Cl)cc(Cl)c3)cccn12
1.7%,-2.7,CC(=O)Nc1ccc(-c2ccnc3c2CC(C)(C(=O)Nc2ccc(F)c(Cl)c2)O3)cc1 (centres undefined)
1.3%,4.2,CC1(C(=O)NS(=O)(=O)C2CC2)CCN(C(=O)CSc2ccccc2)C1 (centres undefined)
8.7%,4.2,CCCNC(=O)C1(C)CCCN(C(=O)/C=C/c2ccccc2)C1 (centres undefined)
1.9%,0.7,COc1ccc(CN2C[C@@H](CO)O[C@@H](n3cnc4c(N5CCN(CCO)CC5)ncnc43)C2)cc1

# One compound at a time, as listed above. Values in the order: GLS inh | PI4K2A block
# `COc1ccc(-n2nnnc2C(c2cc3ccccc3o2)N2CCN(C/C=C/c3ccccc3)CC2)cc1` (centres undefined) as listed: 8.4% | -1.3
# `COC(=O)c1ccc2nc(-c3ccccc3)c(Cc3ccc(OC)cc3C)n2c1` as listed: -5.9% | -11.7
# `CCCc1c(-c2ccc(F)cc2)ncn1CCc1ccccc1OC` as listed: 9.2% | -5.8
# `CCOC(=O)[C@]12CCCC=C1N(Cc1ccc3c(c1)OCO3)C(=O)[C@H](CC(=O)N1CCOCC1)C2` as listed: -27.4% | -2.4

# Additional results follow.
GLS inh,PI4K2A block,SMILES
2.2%,-1.0,CCc1nc2c(OCc3ccc(F)cc3)cccn2c1N(C)C(=O)c1ccncc1
6.4%,1.5,CN(C)c1ccc(CC(=O)N2CCCCC2c2cc(C(=O)Nc3cccc(C#N)c3)no2)cc1 (centres undefined)
12.2%,-8.2,O=C(/C=C/[C@H]1O[C@@H](n2cnc3c(NC(=O)c4ccccc4)ncnc32)[C@H](O)[C@@H]1O)NCc1cccs1
1.5%,-0.6,CC1(C(=O)NCc2ccccc2)Cc2c(-c3ccc4c(c3)OCO4)ccnc2O1 (centres undefined)
2.7%,-3.9,CCCCNC(=O)C1(C)CCCCCN1Cc1cccc2c(OC)cc(C(=O)OCC)cc12 (centres undefined)
-9.6%,-57.7*,COC1=CC(=O)c2nc(Cl)ccc2C1=O
-2.2%,-8.7,COc1ccc(CN(C)C(=O)[C@H]2O[C@@H](n3cnc4c(N)ncnc43)[C@H](O)[C@@H]2O)cc1OC
-0.8%,-0.9,COc1ccc(Cl)cc1-c1noc([C@@H]2O[C@H](CO)[C@H](O)[C@H](O)[C@H]2O)n1
-3.8%,-2.1,CC1(C(=O)NS(=O)(=O)c2ccccc2)CCN1C(=O)CC1CC1 (centres undefined)
0.5%,-4.9,CCCCn1nnnc1C(c1cc2ccccc2o1)N1CCN(c2cc(C)nc3ccccc23)CC1 (centres undefined)
47.3%[activator],3.0,CCC(c1nnnn1-c1ccc2c(c1)OCCO2)N1CCN(c2ccc(OC)cc2)CC1 (centres undefined)
-18.3%,1.1,CCc1nc2c(OCC(=O)N3CCOCC3)cccn2c1N(C=O)Cc1ccccc1
-1.2%,-7.3,CCCCNC(=O)C[C@@H]1C[C@@]2(C(=O)OCC)CCC=C2N(Cc2ccco2)C1=O
-2.4%,-3.6,O=C(Nc1ccccc1)c1cc(C2CCCCN2C(=O)c2ccc3c(c2)CCO3)on1 (centres undefined)
23.2%,2.7,CCc1nc2ccc(C(=O)NCCN3CCCC3)cn2c1N(C)Cc1ccc(OC)cc1
-0.8%,2.1,CC(C)(C)C(=O)c1c(N)[nH]c(C(=O)c2ccccc2)c1-c1cc2ccccc2nc1Cl
